PvdQ inh – P. aeruginosa PvdQ acylase inhibitors, primary screen, biochemical, fluorescence, plate reader and imaging, single point; purified PvdQ acylase; PvdQ acylase [Pseudomonas aeruginosa LESB58]; inhibition, % at 10 µM; hit rate 0.063% among 340,000; in the data active means inhibition above about 30%, passing the limit was not always enough; inconclusive means no clear call, values can overlap the other calls;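 further: 0% = vehicle neutral wells and 100% = reference inhibitor wells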
dFosB act – activators of delta FosB homodimer, primary screen, biochemical, fluorescence polarization, TAMRA-CDK5 oligo, single point | Protein FosB (Mus musculus), P13346 | purified delta FosB; percent of positive-control signal above neutral wells | activation, % at 25 µM | hit rate 0.99% among 340,000;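 active means mean activation above about 17%, with every replicate also reaching it, limit read from the data, passing the limit was not always enough; inconclusive means only one of the two conditions met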;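 further: fluorescence polarization rise as delta FosB binds a TAMRA Cdk5 AP-1 oligo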
Rtt109 HAT inh – inhibitors of C. albicans Rtt109/Vps75 HAT, primary screen, biochemical, ThioGlo CoA-SH fluorescence, plate reader; Histone acetyltransferase RTT109 (Candida albicans (strain SC5314 / ATCC MYA-2876)), …; purified Rtt109/Vps75, 4 h; inhibition, % at 34.9 µM; hit rate 0.16% among 330,000; AID 540336, 2011;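 active means inhibition of at least 50% in every replicate; inconclusive means best replicate reaches 50% inhibition but some replicates fall short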
SR-BI DiI inh – inhibitors of SR-BI mediated HDL lipid uptake, primary screen, ldlA[mSR-BI] cells, fluorescence, single point | Scavenger receptor class B member 1 (Mus musculus), Q61009 | ldlA[mSR-BI] CHO cells, DiI-HDL uptake fluorescence, 3 h | inhibition, % at 12.5 µM | hit rate 0.96% among 320,000 | AID 488896, 2010;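 active means mean replicate inhibition of at least 70% and a set share of replicates each scoring 70 or more; inconclusive means meets just one of the two criteria; inactive means fails both criteria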;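 further: 0% = median of neutral control wells and 100% = median of positive control wells; values of inactives mirror those of a sister screen read the other way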
RTF Ca sens act – cardiac RTF calcium sensitivity activators, primary screen, biochemical, IANBD-TnC fluorescence, EC20 calcium; activation, % at 7.2 µM; IANBD-labeled TnC RTF fluorescence at EC20 calcium; 0% EC20 calcium, 100% full calcium; hit rate 0.24% among 340,000;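 active means activation above the mean over all tested compounds plus 3 SD, cut at about 30% in these data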;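 further: rise in fluorescence read as greater calcium sensitivity of cardiac thin filaments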
MITF TRPM1 HTS – activators of MITF-driven TRPM1 promoter reporter, primary screen, cell-based, SK-MEL-5, luciferase, single point; AID 588334, 2011; SK-MEL-5 TRPM1-promoter luciferase, 24 h; % of positive control, neutral wells = 0; hit rate 0.75% among 300,000; activation, % at 12.5 µM;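 active means mean activation of at least 80% with every replicate also reaching 80%; inconclusive means mean reaches 80% but some replicate falls short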;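 further: 0% = neutral control wells and 100% = parthenolide positive control wells; values of inactives mirror those of a sister screen read the other way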
CDK5 inh – inhibitors of human CDK5/p35 kinase, primary screen, biochemical, single concentration | Recombinant CDK5/p35, ADP-Glo luminescence, 60 min | hit rate 0.01% among 330,000 | Cyclin-dependent kinase 5 (Homo sapiens) + Cyclin-dependent kinase 5 activator 1 (Homo … | inhibition, % at 10 µM;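 active means highest replicate inhibition of at least 50% and at least 75% of replicates reaching 50%; inconclusive means only one of the two criteria met; inactive means both criteria failed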;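 further: plate controls were DMSO neutral control for no effect and GW8510 at 10 µM for full effect; many of its hits are not listed in these tables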
Target sequence (Q00535 whole entry, looked up): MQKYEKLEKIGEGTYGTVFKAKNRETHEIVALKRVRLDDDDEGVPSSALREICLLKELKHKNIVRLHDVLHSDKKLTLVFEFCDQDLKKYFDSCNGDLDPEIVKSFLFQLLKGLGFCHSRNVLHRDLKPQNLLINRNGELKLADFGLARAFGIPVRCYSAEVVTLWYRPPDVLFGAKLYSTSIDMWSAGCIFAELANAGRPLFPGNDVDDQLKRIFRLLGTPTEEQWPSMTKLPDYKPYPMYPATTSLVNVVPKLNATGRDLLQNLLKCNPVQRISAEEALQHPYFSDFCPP
Target sequence (Q15078 whole entry, looked up): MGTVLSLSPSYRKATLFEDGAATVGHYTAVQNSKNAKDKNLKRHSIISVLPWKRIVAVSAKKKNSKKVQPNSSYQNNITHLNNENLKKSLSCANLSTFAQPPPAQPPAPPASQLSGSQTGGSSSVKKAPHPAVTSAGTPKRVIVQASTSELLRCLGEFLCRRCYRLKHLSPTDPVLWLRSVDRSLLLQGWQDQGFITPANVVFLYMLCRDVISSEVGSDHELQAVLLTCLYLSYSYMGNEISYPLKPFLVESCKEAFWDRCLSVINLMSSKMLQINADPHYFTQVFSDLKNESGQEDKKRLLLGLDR
SR-BI uptake up – activators of SR-BI mediated DiI-HDL uptake, primary screen, ldlA[mSR-BI] CHO cells, DiI fluorescence; 3 h; 100 = double the neutral-control signal; activation, % at 12.5 µM; hit rate 0.096% among 320,000; AID 504775, 2011;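 active means mean replicate activation of at least 60% and every replicate at or above 60%; inconclusive means mean or all-replicate condition met, but not both; inactive means mean below 60% and not all replicates reaching 60%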;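 further: 0% = median plate neutral-control signal and 100% = twice that signal; values of inactives mirror those of a sister screen read the other way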
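Assay system: CHO ldlA[mSR-BI] cells, LDL receptor-null, SR-BI overexpressing; medium: Ham's F12 with 0.5% BSA, HEPES 25 mM, pH 7.4; also added: DiI-HDL 10 µg/mL; timing: 3 h uptake period with compound, 37 °C; signal: DiI fluorescence, bottom read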
HTR5A ag ctr – HTR5A agonists in luminescence cell assay, primary screen, counter-screen for OPRM1-OPRD1 heterodimer agonist project, full-deck HTS. hit rate 0.61% among 340,000. cell-based. 5-hydroxytryptamine receptor 5A (Homo sapiens), P47898. activation, % at 9.3 µM; in the data active means activation mostly above about 9.5%, no sharp cut-off; inactive means mostly below about 7.6%;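 further: 0% = cells with vehicle only and 100% = reference agonist; strong numbers were not always called active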
Target sequence (P47898 whole entry, looked up): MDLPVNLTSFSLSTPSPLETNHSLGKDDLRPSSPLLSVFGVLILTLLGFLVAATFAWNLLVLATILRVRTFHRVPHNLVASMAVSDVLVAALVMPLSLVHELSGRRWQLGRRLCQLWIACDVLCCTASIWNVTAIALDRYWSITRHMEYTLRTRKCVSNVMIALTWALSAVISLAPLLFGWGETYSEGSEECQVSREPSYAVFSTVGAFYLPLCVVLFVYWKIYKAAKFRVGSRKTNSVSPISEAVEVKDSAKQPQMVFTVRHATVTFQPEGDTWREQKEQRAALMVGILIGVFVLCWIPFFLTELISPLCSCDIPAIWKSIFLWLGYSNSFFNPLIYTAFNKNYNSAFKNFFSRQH
Wnt bcat act – Wnt/beta-catenin pathway activators, primary screen, cell-based, plate reader, single point; activation, % at 9.35 µM; AID 743398, 2014; hit rate 1.2% among 300,000; Wnt/beta-catenin reporter cell assay, activator; in the data active means activation above about 30%, passing the limit was not always enough; inconclusive means no clear call, values can overlap the other calls;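 further: 0% = neutral control wells and 100% = positive control wells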
Numbers without * were called inactive; ? = inconclusive; . = no result given.

Results follow in this order: PvdQ inh	dFosB act	Rtt109 HAT inh	SR-BI DiI inh	RTF Ca sens act	MITF TRPM1 HTS	CDK5 inh	SR-BI uptake up	HTR5A ag ctr	Wnt bcat act
#1 Cc1cccc(C)c1NC(=O)C(C)N1CCCC1 (stereo not drawn)
 : 9	-4	1	-30	6	-5	-0.5	30	0	1
#2 O=C(Cn1ccnc1[N+](=O)[O-])NCc1ccccc1
 : 1	-1	-3	-3	4	7	0.0	3	-1	4
#3 CN(C)Cc1nnnn1-c1ccccc1
 : 12	-4	-8	-4	0	-1	1.6	4	3	-2
#4 COC(=O)c1ccccc1NC(=O)C1CC=CCC1C(=O)O (stereo not drawn)
 : -19	5	-6	-4	-6	-7	-1.5	4	-3	.
#5 O=C(NNc1cccc(Cl)c1)c1cccnc1Oc1ccccc1
 : -17	-3	6	-7	1	.	0.7	7	2	-1
#6 CCc1cc(=O)oc2c3c(cc(OCC(=O)NCc4ccccn4)c12)OC(C)(C)CC3
 : -20	-19	-4	38	-4	3	-1.4	-38	-2	-1
#7 O=C(CN1C(=O)c2ccccc2S1(=O)=O)Nc1ncccn1
 : -12	-1	4	-11	-6	-2	0.4	11	-3	1
#8 O=c1[nH]nc(Cc2ccc(Cl)cc2Cl)c2ccccc12
 : -17	-2	5	7	7	6	1.7	-7	7	0
#9 CN1CCN(C(=O)C2CCC(CNS(=O)(=O)c3cccc4cccnc34)CC2)CC1 (stereo not drawn)
 : -1	-3	15	-14	3	-3	-0.6	14	3	-7
#10 CN(C)CCCNC(=S)NCCNc1nc2cc3c(cc2cc1C#N)OCO3
 : 5	-4	13	-5	1	3	1.9	5	2	2
#11 O=C(Nc1ccccn1)c1ccc(NC(=O)c2ccco2)cc1
 : -7	-10	.	59	6	86*	-4.0	-59	0	.
#12 Nc1ccc(S(=O)(=O)NNC(=O)C(=O)NNc2ccccn2)cc1
 : -8	1	0	-28	3	7	-0.3	28	-7	.
#13 CC(OC(=O)CNC(=O)c1sc2ccccc2c1Cl)C(=O)NC1(C#N)CCCCC1 (stereo not drawn)
 : -10	-12	11	-18	-2	0	-0.1	18	-1	0
#14 O=C(CNC(=O)Cc1ccc(Cl)cc1)NCC(=O)N1CCCCC1
 : -21	4	-19	8	-5	3	-2.7	-8	2	0
#15 O=[N+]([O-])c1ccc(N2CCN(c3ccc(O)cc3)CC2)cn1
 : -2	-4	6	.	7	5	0.8	.	4	3
#16 Nc1ccc(S(=O)(=O)N2CCCc3ccccc32)cc1
 : 10	-3	10	-3	-1	-9	-0.3	3	1	-2
#17 CCc1ccc2nc(SCC(=O)N3CCCCC3)c(C#N)cc2c1
 : 1	-23	-8	25	-6	20	0.4	-25	7	.
#18 O=C(OCC(=O)N1CCCc2ccccc21)c1ccc(S(=O)(=O)C(F)F)cc1
 : -12	-12	1	-9	-6	-3	0.0	9	-3	-1
#19 CC1(C)Cc2c(C#N)c(OCC(=O)c3ccccc3)nc(-c3ccoc3)c2CO1
 : 8	1	0	30	3	.	1.9	-30	4	-1
#20 COc1ccc(CCC(=O)N2CC(C)OC(C)C2)cc1 (stereo not drawn)
 : -3	0	13	1	-2	-3	0.2	-1	-1	.
#21 O=S(=O)(Nc1ccccc1)c1ccc(S(=O)(=O)N2CCCC2)cc1
 : -12	-5	-12	-17	0	-2	-0.1	.	-3	0
#22 Cc1c(Cl)cccc1NC(=S)N1CCC(N(C)CC2CCCO2)CC1 (stereo not drawn)
 : 0	-14	5	.	-1	3	-0.1	.	2	3
#23 CC(C)(C)c1nc(SCC(=O)c2ccccc2)c2ccccc2n1
 : 5	-4	6	34	-4	31	-0.3	-34	1	6
#24 CCOc1ccc(N(CC(=O)NCc2ccco2)S(C)(=O)=O)cc1
 : -13	0	-19	5	3	4	-0.1	-5	-2	.
#25 O=C(NCC1CCCO1)Nc1ccc(Cl)cc1 (stereo not drawn)
 : -19	-3	-4	-5	2	43	-0.1	5	2	-1
#26 COc1ccc(-c2nnn(CC(=O)NCc3ccc4c(c3)OCO4)n2)cc1OC
 : -13	29*	4	-13	5	6	-4.4	13	2	-4
#27 CC(C)(C)CC(=O)N1CCN(Cc2ccc3c(c2)OCO3)CC1
 : -15	-6	-9	-36	0	.	-2.8	36	2	0
#28 COc1ccccc1NC(=O)CSc1nc(O)cc(=O)n1-c1ccccc1OC
 : 6	-7	-3	-3	2	-1	-1.0	3	0	-4
#29 O=C(Nc1ccncc1)c1ccc2c(c1)C(=O)N(CC1CCCO1)C2=O (stereo not drawn)
 : -10	-2	-4	-17	3	23	0.0	17	4	0
#30 Cc1ccc(CNC(=O)Cc2cn(C)c3ccccc23)cc1
 : -3	0	-5	-1	-4	-2	-0.2	1	-3	-1
#31 O=c1sc2ccccc2c(=O)n1Cc1ccccc1F
 : -7	-5	12	10	-7	2	2.2	-10	-1	-21
#32 CCOC(=O)c1sc(NC(=O)CN(CC)CC)c(C(=O)OCC)c1C
 : 1	-9	-20	29	0	-6	0.7	-29	0	.
#33 CCCC(=O)NCCc1cc2ccc(C)c(C)c2[nH]c1=O
 : 4	-1	-15	.	2	18	0.5	.	3	-2
#34 O=C(OC(C(=O)NCc1ccc2c(c1)OCO2)c1ccccc1F)c1ccco1 (stereo not drawn)
 : -10	-14	0	-17	2	3	1.7	17	2	.
#35 O=C(O)CCN(Cc1ccccc1)S(=O)(=O)c1ccc(Cl)cc1F
 : -11	1	-1	-27	1	12	-0.2	27	1	0
#36 Cn1c(C(C#N)/C(=N\S(=O)(=O)c2cccs2)c2ccccc2)nc2ccccc21 (stereo not drawn)
 : 2	-4	-13	-19	-1	-6	-1.4	19	-2	.
#37 CCC(NC(=O)CN1CCN(C(=O)c2cccs2)CC1)c1ccc(C)cc1 (stereo not drawn)
 : -6	-5	2	7	3	-3	0.6	-7	5	-2
#38 COc1ccccc1CNC(=O)c1cc2ccccc2oc1=O
 : -7	-3	-2	15	1	10	2.6	-15	-8	4
#39 CCCCCCCC[n+]1cccc(C(=O)N2c3c(nc(N)[nH]c3=O)NC(C)C2C)c1 (stereo not drawn)
 : -13	1	5	5	4	4	-4.5	-5	0	.
#40 O=C(CN1CCN(S(=O)(=O)c2ccc(F)cc2)CC1)Nc1ccc2c(c1)OCO2
 : 5	-6	9	-1	-6	.	1.1	1	2	1
#41 COc1ccc(Cl)cc1NC(=O)c1nnn(CC(=O)Nc2ccc(C)c(C)c2)c1N
 : -2	125*	-4	-15	-4	-1	-0.9	15	-1	-3
#42 O=C(NNC(=O)C1CCCO1)c1ccc(Cl)cc1 (stereo not drawn)
 : -7	-12	-6	5	6	.	0.2	-5	0	-5
#43 Cc1nnc2n(c1=O)C(CS(=O)(=O)c1ccc3ccccc3c1)CS2 (stereo not drawn)
 : -11	4	-10	-49	4	-1	-2.8	49	4	-2
#44 CSCCC1NC(=O)N(CC(=O)Nc2ccc(Cl)c(S(=O)(=O)N3CCOCC3)c2)C1=O (stereo not drawn)
 : 4	-5	4	14	-6	5	-0.8	-14	-1	-3
#45 CCN(CC)c1ccc(/C=N/Nc2nn[nH]n2)cc1
 : 4	-9	-9	0	13	-13	-0.9	0	3	6
#46 CCOc1ccc(NC(=O)c2cccc(-n3cnnn3)c2)cc1
 : -10	-3	-14	14	3	6	-3.2	-14	-8	.
#47 O=C(O)C1=C(C(=O)N2CCN(C(=O)c3ccco3)CC2)CCCC1
 : -8	2	-5	-19	-1	-8	1.0	19	2	.
#48 Cc1cc(O)cc2c1C(c1ccc(F)cc1)CC1(CC(C)(C)NC(=S)N1)O2 (stereo not drawn)
 : -15	-3	4	25	-1	-9	1.6	-25	-5	.
#49 COc1ccc(CNC(=O)COc2ccc(S(=O)(=O)NC(C)C)cc2)cc1
 : -11	-6	-1	2	1	-6	-3.3	-2	1	1
#50 CCC(C(=O)NCc1ccco1)N(C(=O)CNS(=O)(=O)c1ccccc1)C1CCCCC1 (stereo not drawn)
 : -13	-10	3	-31	-4	11	-1.7	31	5	-1
#51 CCCCN=Cc1c(C)[nH]n(-c2ccccc2)c1=S
 : -13	-3	-5	19	-1	-5	-0.9	-19	-3	1
#52 CCc1nc(CN(C)C(=O)C2CCC(=O)N(CCc3cccc(F)c3)C2)no1 (stereo not drawn)
 : -9	1	-13	-11	-4	5	0.7	11	2	3
#53 O=C(OCc1nc2ccccc2s1)c1ccc([N+](=O)[O-])o1
 : ?	-6	7	-26	-12	-13	0.9	26	20*	.
#54 CCN(CC(=O)Nc1ccccc1C(F)(F)F)C(=O)CSCc1c(C)noc1C
 : -1	7	.	-8	-1	-3	1.2	8	-1	-4
#55 CSc1ccc(CCNC(=O)c2ccc(CS(=O)Cc3ccccc3Cl)o2)cc1 (stereo not drawn)
 : -8	-15	-8	16	2	5	-0.5	-16	0	-1
#56 Cc1ccc(NC(=O)CSCC(=O)N2CCN(C(=O)c3ccco3)CC2)cc1
 : -17	-3	-8	-8	-5	2	0.5	8	-5	7
#57 CCn1c(CNC(=O)c2ccc(OC)cc2)nnc1SC
 : -6	4	-3	-13	-1	-14	0.7	13	9	-2
#58 COc1ccc2c(c1)c([C@@H]1[C@H](C)[C@H]3CCCC[C@H]3CN1S(=O)(=O)c1ccc(C)cc1)cn2C
 : -13	1	7	-24	1	-10	-1.6	24	-1	-4
#59 COc1ccc(OCC(=O)N/N=C(\C)c2cccs2)cc1
 : -9	6	2	14	0	2	-0.3	-14	0	-3
#60 Cn1c(=O)[nH]c(=O)c2c1ncn2CCN1CCCCC1
 : -11	-2	5	-11	-2	-9	1.3	11	.	.
#61 COc1cc(/C=N/NC(=S)NCC2CCCO2)cc(OC)c1OC (stereo not drawn)
 : -16	-3	-5	27	1	-8	0.9	-27	4	-3
#62 Brc1ccc(C2C3=C(Nc4ncnn42)c2ccccc2OC3c2ccncc2)cc1 (stereo not drawn)
 : -12	-2	-2	12	1	.	0.8	-12	-1	.
#63 CN(C)c1nc2c(N)ncnc2n1C1OC(CO)C(O)C1O (stereo not drawn)
 : -4	-4	-7	-16	-10	9	-2.7	16	2	-4

Bioassay records as filed in PubChem.
